# TrxR1 substrate: substrates of rat thioredoxin reductase 1; purified TrxR1 substrate turnover, NADPH consumption readout; Potency, µM (highest dose often 114 µM), for the others: at the highest dose activity change, negative = substrate turnover; AID 588456; hit rate 0.01% among 390,000; also: potency is read from the fitted curve at half-maximal effect; % is scaled to controls: 0 for no effect and ±100 for the full control effect; nearly all actives have a fitted effect of over 50% in size
# Target sequence (O89049 whole entry, looked up): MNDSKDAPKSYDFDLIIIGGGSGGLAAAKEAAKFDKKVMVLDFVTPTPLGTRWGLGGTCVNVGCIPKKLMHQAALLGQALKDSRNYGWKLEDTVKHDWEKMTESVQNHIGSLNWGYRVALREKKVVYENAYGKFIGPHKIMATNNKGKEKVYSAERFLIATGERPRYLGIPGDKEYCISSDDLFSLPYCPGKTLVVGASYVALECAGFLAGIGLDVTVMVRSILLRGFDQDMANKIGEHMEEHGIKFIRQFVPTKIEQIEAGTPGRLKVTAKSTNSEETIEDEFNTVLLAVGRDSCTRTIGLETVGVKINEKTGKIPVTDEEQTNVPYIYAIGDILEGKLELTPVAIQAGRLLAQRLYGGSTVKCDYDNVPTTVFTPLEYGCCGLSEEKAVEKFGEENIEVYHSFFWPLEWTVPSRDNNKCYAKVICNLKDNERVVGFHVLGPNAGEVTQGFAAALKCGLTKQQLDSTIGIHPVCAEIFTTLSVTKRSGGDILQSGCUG
#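 Rat TrxR1, dispensed at 90 nM, was prereduced with 400 uM NADPH (final) for 5 min at ~22 deg C, then incubated with compound 15 min before 400 uM selenite. A first-read NADPH fluorescence drop versus no-compound background flagged substrates.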
# USP1-UAF1 inh: blocks the human USP1/UAF1 deubiquitinase complex | hit rate 0.23% among 390,000 | Potency, µM (doses to about 57.1 µM), inactives show top-dose activity change, negative = inhibition, actives largely listed as inhibitors | recombinant USP1/UAF1, Ub-Rhodamine cleavage fluorescence | AID 743255; also: potency is read from the fitted curve at half-maximal effect; % is scaled to controls: 0 for no effect and ±100 for the full control effect; nearly all actives have a fitted effect of over 60% in size; inactives centre near -12
#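 1 nM enzyme complex + cpd, 15 min RT; start with Ub-Rho 150nM final; kinetic fluorescence ex 480/em 540, 6 reads q60 s. Buffer 50mM HEPES pH 7.8, 0.5mM EDTA, 0.1 mg/ml BSA, 1mM TCEP, 0.01% Tween-20.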
# PI4K2A block: blocks human PI4K2A kinase activity; Q9BTU6; purified PI4K2A, ADP-Glo luminescence, 1 h; active compounds read low; activity change, negative = inhibition, % at 76.9 µM; hit rate 0.13% among 420,000; AID 1346378; in the data active = activity change below about -50%; inconclusive = mostly about -30% to -49%;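 also: -100% = wells without enzyme as full effect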
# Target sequence (Q9BTU6 whole entry, looked up): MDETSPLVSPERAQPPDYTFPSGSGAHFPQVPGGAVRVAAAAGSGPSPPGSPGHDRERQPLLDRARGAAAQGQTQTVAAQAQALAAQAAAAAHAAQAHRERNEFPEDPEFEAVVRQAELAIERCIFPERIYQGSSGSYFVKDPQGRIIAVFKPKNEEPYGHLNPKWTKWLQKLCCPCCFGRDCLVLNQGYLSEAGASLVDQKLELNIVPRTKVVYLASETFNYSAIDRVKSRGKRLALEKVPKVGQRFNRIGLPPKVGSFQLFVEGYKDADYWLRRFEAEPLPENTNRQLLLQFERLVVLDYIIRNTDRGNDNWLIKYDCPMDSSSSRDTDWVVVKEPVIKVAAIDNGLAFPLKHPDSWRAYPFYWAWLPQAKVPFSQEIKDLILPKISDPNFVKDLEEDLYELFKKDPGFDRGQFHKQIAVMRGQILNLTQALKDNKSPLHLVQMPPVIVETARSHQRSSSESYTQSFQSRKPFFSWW
#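 PI4K2A activity was measured by ADP-Glo luminescence: enzyme (4 ug/mL stock) and phosphatidylinositol (1.2 mM stock) in Tris pH 7.5/MgCl2/EGTA/Triton X-100 buffer were reacted with ATP (300 microM stock) for one hour at ambient temperature.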
# LDHA inh: inhibitors of human lactate dehydrogenase A; P00338; purified LDHA, NADH/diaphorase-resazurin fluorescence; active compounds read low; activity change, % (values are at about 110 or 230 µM); hit rate 0.15% among 480,000; in the data active = activity change below about -30%; inconclusive = mostly about -25% to -30%;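 also: plate controls were DMSO wells for no effect and wells without enzyme for full effect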
#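 LDH5 2 nM; NADH 0.06 mM, pyruvate 0.2 mM; 200 mM Tris pH 7.4, EDTA, Tween-20; 5 min RT. Detection: diaphorase 0.133 mg/mL + resazurin 37 µM, fluorescence ex540/em590 at 0 and 20 min; normalized to enzyme-free and DMSO wells.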
# IDH1 R132H inh: inhibitors of human mutant IDH1 R132H; IDH1-R132H enzyme, NADPH consumption, diaphorase/resazurin fluorescence; Potency, µM (top dose mostly 76.6 µM), without a hit: top-dose activity change, negative = inhibition, hits mostly inhibitors; hit rate 0.093% among 390,000; also: potency is read from the fitted curve at half-maximal effect; % is scaled to controls: 0 for no effect and ±100 for the full control effect; nearly all actives have a fitted effect of over 65% in size
#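 IDH1-R132H (0.5 ug/mL) preincubated 30 min with compound, then NADPH (0.016 mM) and alpha-KG (2 mM) added; 80 min at RT, pH 7.5. Remaining NADPH coupled via diaphorase/resazurin to fluorescence (540/590 nm); concentration-response curves normalized to no-enzyme control.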
# RXFP1 ag: RXFP1 (human) receptor agonism. HEK293T-RXFP1 cAMP TR-FRET, 30 min; response scale: percent of porcine relaxin response, buffer zero. Potency, µM (doses to about 57.5 µM), for the others: at the highest dose activation, usual class: activators. Q9HBX9. hit rate 0.3% among 370,000; also: potency is read from the fitted curve at half-maximal effect; % is scaled to controls: 0 for no effect and ±100 for the full control effect; nearly all actives have a fitted effect of over 60% in size; many of its hits are not listed in these tables
#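 HEK293 cells stably expressing RXFP1, treated 30 min at 37C with compounds plus PDE4 inhibitor Ro 20174; cAMP measured by HTRF TR-FRET. Normalized to buffer and 29 nM porcine relaxin; EC50 by Hill fit.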
# Vif-A3F inh: blocks the Vif interaction with APOBEC3F; AID 602313; HeLa A3F-eYFP + Vif (tagged APOBEC3F with the HIV-1 protein that degrades it), YFP fluorescence increase; Potency, µM (highest dose often 46.1 µM), for inactives: at the highest dose activity, negative = active; hit rate 0.2% among 390,000; also: potency is read from the fitted curve at half-maximal effect; % of control where 0% means no effect; nearly all actives have a fitted effect of over 65% in size
#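 HeLa cells stably expressing Vif plus C-terminally eYFP-tagged A3F were seeded, incubated overnight at 37 deg C, dosed with compound, incubated overnight again at 37 deg C. Yellow fluorescence (Ex 488/Em 500-530) reported blocked Vif-mediated A3F-eYFP degradation.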
# Glioma ERSR ind: induces the endoplasmic reticulum stress response in human glioma cells. AID 602332. hit rate 0.02% among 420,000. U87-MG GRP78 promoter luciferase reporter, 16 h. Potency, µM, for inactives: at the highest dose activation, actives largely listed as activators; also: potency is read from the fitted curve at half-maximal effect; series mostly up to about 76 µM; % of control where 0% means no effect; nearly all actives have a fitted effect of over 35% in size
#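 ERSR induction read as luciferase luminescence (Bright-Glo, 10 min at room temperature) in stably transfected human U87-MG glioma cells exposed to compounds for 16 h, using GRP78 as sensor.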
# Vif-APOBEC3G blk: blocks the Vif interaction with human APOBEC3G; HeLa A3G-eYFP + Vif (tagged APOBEC3G with the HIV-1 protein that degrades it), YFP fluorescence, overnight; Potency, µM (titrated, usually from 46.1 µM), without a hit: at the highest dose activity, negative = active, most hits filed as inhibitors; hit rate 0.076% among 410,000; AID 602310;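 also: potency is read from the fitted curve at half-maximal effect; % is scaled to controls: 0 for no effect and ±100 for the full control effect; nearly all actives have a fitted effect of over 60% in size; hits raise eYFP signal because A3G escapes Vif-driven loss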
#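 HeLa cells stably expressing Vif and C-terminally eYFP-tagged A3G, seeded overnight at 37 deg C, then exposed to compound by pintool overnight at 37 deg C. Rise in yellow fluorescence (Ex 488/Em 500-530, Acumen) marks blocked Vif-driven A3G degradation.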
# * hit, by the source's call; ? = inconclusive; . = no result given; & = joins results of further samples; [ ] = dose if it differs, or a comment. Unless noted, calls follow the shape of the dose curve; as a rule, active = well fitted curve in the direction sought with a large enough effect; inconclusive = small, poorly fitted or top-dose-only effect, or another doubt; inactive = no such curve, though single readings can be large; an effect the other way counts as inactive or inconclusive. An excerpt (hit frequency here may not be typical).
# The opening two entries as a preview:
SMILES,TrxR1 substrate,USP1-UAF1 inh,PI4K2A block,LDHA inh,IDH1 R132H inh,RXFP1 ag,Vif-A3F inh,Glioma ERSR ind,Vif-APOBEC3G blk
CCN(CC1CCCO1)C(=O)CCc1nnc(CCc2ccccc2OC)o1 (stereo not drawn),-2%,-14%,-1,-4,4%,-0.7%,10%,0%,-3%
O=C(CSc1ncn[nH]1)Nc1nc(-c2ccccc2)ns1,1%[57.1 µM],-7%,-2,-7,-1%,1.0%,-27%,1%,2%

# Main list, previewed entries included:
SMILES,TrxR1 substrate,USP1-UAF1 inh,PI4K2A block,LDHA inh,IDH1 R132H inh,RXFP1 ag,Vif-A3F inh,Glioma ERSR ind,Vif-APOBEC3G blk
CCN(CC1CCCO1)C(=O)CCc1nnc(CCc2ccccc2OC)o1 (stereo not drawn),-2%,-14%,-1,-4,4%,-0.7%,10%,0%,-3%
O=C(CSc1ncn[nH]1)Nc1nc(-c2ccccc2)ns1,1%[57.1 µM],-7%,-2,-7,-1%,1.0%,-27%,1%,2%
Cc1ccc(NC(=O)c2nc[nH]c2C(=O)NCCCCNC(=O)c2[nH]cnc2C(=O)Nc2ccc(C)cc2)cc1,8%[57.1 µM],-21%,0,-1,-14%,.,-3%,0%,-6%
CCN(C(=O)CN1CCN(c2ccccc2F)CC1)c1c(N)n(Cc2ccccc2)c(=O)[nH]c1=O,-8%,-8%,-7,-4,6%,1.0%,11%,-3%,1%
C=CCC1(O)C(=O)Nc2ccccc21 (stereo not drawn),7%,3%,7,-10,-1%,0.4%,-11%,2%,0%
O=C(c1ccccn1)C1CCCN(Cc2nc(Cc3cccc(F)c3)no2)C1 (stereo not drawn),-6%,-9%,3,-6,3%,-0.7%,5%,-3%,0%
c1ccc(CNc2nc(-c3cccnc3)nc3ccccc23)cc1,2%,-24%,-5,0&10,0%,4.3%,-12%,-1%&-4%,-22%
Cc1ccc(COc2ccc(-c3nnco3)cc2)cc1,14%[57.1 µM],-3%,3,-2,-1%,-2.5%,-1%,7%,0%
N#Cc1ccc(C(=O)N2CCN(c3ncccn3)CC2)cc1,9%[57.1 µM],?,0,-6,23%,2.8%,3%,3%,2%
COc1ccc(C2CCCN2C(=S)Nc2c(C)cccc2C)cc1OC (stereo not drawn),3%,-17%,1,1,7%,-1.5%,-2%,2%,1%
CC(=O)Nc1ccc(C2=NN(c3ccccc3)C(c3cccs3)C2)cc1 (stereo not drawn),109%[activator][57.1 µM],-6%,2,-6,1%,27%,-26%,6%,-4%
Cc1nn(C)c(C)c1NC(=O)CSc1nc(C2CC2)nc2c1cnn2-c1ccccc1,-1%,-9%,0,-2,4%,-0.2%,-1%,-5%,0%
CCOC(=O)C1(Cc2cccc(OC)c2)CCCN(C(=O)c2ccc(OC)o2)C1 (stereo not drawn),4%,-15%,-1,-2,3%,0.3%,2%,5%,-1%
COc1ccc(C(=O)NC2CC(C)(C)NC(C)(C)C2)cc1S(=O)(=O)N1CCOCC1,.,-33%,1,-4,3%,.,2%,-6%,2%
COc1ccc(Cl)cc1S(=O)(=O)N1CCC(O)(c2ccc(Cl)cc2)CC1,-2%,-19%,-2,-9,5%,1.6%,5%,-2%,1%
O=C(CC1C(=O)NCCN1Cc1ccc(-c2ccccc2)cc1)NCCc1ccccn1 (stereo not drawn),0%,-12%,-1,2,-3%,-0.2%,-30%,6%,1%
Cc1cc(C(=O)CN2C(=O)NC(C)(CC(C)C)C2=O)c(C)n1-c1ccc2c(c1)OCO2 (stereo not drawn),-6%,-18%,0,-2,3%,2.2%,?,-5%,0%
COc1cccc(CN(C)C(=O)c2ccc(S(=O)(=O)Nc3cccc(C)c3C)cc2)c1OC,.,-26%,2,-4,11%,.,3%,-2%,0%
Cc1ccc(S(=O)(=O)CC(=O)Nc2c(C)n(C)n(-c3ccccc3)c2=O)cc1,6%[57.1 µM],?,1,-1,9%,-2.1%,15%,8%,-1%
CC(=O)Nc1cccc(Nc2cc(C)nn2C)c1,.,.,2,-7,.,.,.,-4%,2%
CN(C)c1ccc(/C=C/C=C2/SC(=S)N(c3ccccc3)C2=O)cc1,11%[57.1 µM],-2%,-22,-2,5%,-0.5%,-10%,1%,-21%
O=C(NNC(=S)Nc1cccc(Cl)c1)c1ccccc1,-1%,-17%,5,-7,-14%,0.2%,-3%,16%,1%
COCCn1c(Cc2ccccc2)nnc1SCC(=O)N(C)C,2%[57.1 µM],-12%,3,-2,3%,0.1%,0%,1%,1%
C[C@H]1CN([C@@H](C)CO)C(=O)Cc2cc(NC(=O)CCC(F)(F)F)ccc2O[C@H]1CN(C)C(=O)Nc1ccc(F)cc1,6%[57.1 µM],-14%,-4,-7,7%,.,0%,-4%,0%
Cc1ccc(-c2nn3c(=O)cc(CN4CCN(C(=O)Nc5cc(Cl)ccc5C)CC4)nc3s2)cc1,-4%[57.1 µM],-6%,0,-6,-2%,23%,-1%,0%,-1%
O=C1C=CC(=O)N1Cc1ccncc1,5%,-18%,3,0,-1%,.,11%,-3%,2%
N#CC1(NC(=O)CSc2nnc(C3CC3)n2N)CCCCC1,.,-19%,-6,-1,16%,.,0%,-4%,2%
Cc1nc(N2CCCC2)ncc1C(=O)NCc1cccc(Cl)c1,6%[57.1 µM],-22%,-1,-10,.,-0.3%,.,.,.
Cc1noc(-c2ccc(-c3noc(-c4cccc(F)c4)n3)cc2)n1,-11%[57.1 µM],4%,2,2,-8%,1.4%,0%,-1%,1%
C=CCN=C(CC)C1=C(O)CCCC1=O,-2%,-5%,-14,2,19%,0.6%,0%,-3%,-1%
CC(=O)c1ccc(NC(=O)c2sc3nc(C)c(C)c(C)c3c2N)cc1,8%[57.1 µM],-14%,-3,-9,0%,-0.2%,-3%,1%,1%
CCn1c(=N)c(C(=O)NCCCOC)cc2c(=O)n3cccc(C)c3nc21,.,-3%,-1,-2,-9%,15%,3%,-10%,3%
Cc1ccc2c(c1)N(S(=O)(=O)c1ccc(CN3C(=O)c4cccnc4C3=O)s1)CCO2,-5%,-12%,1,-2,0%,17%,3%,-4%,1%
COc1ccc(S(=O)(=O)N2CCCC(C(=O)NCCc3ccccc3)C2)cc1 (stereo not drawn),1%[57.1 µM],4%,-20,-5,4%,-1.0%,8%,-2%,3%
CN1CCN(NC(=O)/C=C/c2ccc(C(C)(C)C)cc2)CC1,2%,-21%,-3,-3,6%,-1.5%,0%,2%,-1%
O=C(C[C@@H]1C/C=C\C[C@H](NC(=O)OCC2c3ccccc3-c3ccccc32)C(=O)OC[C@@H]2CCCN2C1=O)NCCO,3%,0%,3,-5,4%,.,1%,-5%,0%
CCCCNC(=O)CSc1nnc(NC(C)=O)s1,1%,-15%,-6,0,9%,1.0%,-3%,-3%,2%
CCOc1ccc(-c2cc(CCCC(=O)NCCc3cc(OC)c(OC)c(OC)c3)no2)cc1,2%,-19%,-1,-2,7%,-2.3%,-9%,-8%,4%
CCOC(=O)N1CCN(Cc2cn[nH]c2-c2ccc(-c3ccccc3)cc2)CC1,6%,-13%,-5,-9,4%,-1.8%,0%,0%,-2%
CC(NC(=O)c1ccccc1)C(=O)Nc1ccccc1 (stereo not drawn),0%,-16%,1,-1,2%,.,1%,-3%,0%
Cc1ccnc(NC(=O)c2ccccc2NC(=O)c2ccc(Cl)cc2Cl)c1,10%,-11%,-1,0,1%,0.9%,-11%,-1%,-30%
O=C1c2ccccc2[C@@H]2C[C@H](NC34CC5CC(CC(C5)C3)C4)[C@@H](O)CCN12,2%,-28%,-5,0,-6%,.,0%,-1%,1%
CCOC(=O)C1CCN(C(=O)CN2c3ccc(C(C)C)cc3-c3ccccc3S2(=O)=O)CC1,9%,-17%,-2,0&-1,7%,0.4%,5%,5%,-1%
COc1cc(C2NC(=O)NC(c3ccccc3)=C2C(C)=O)cc([N+](=O)[O-])c1O (stereo not drawn),-5%,-11%,-1,-3,-7%,-1.2%,-1%,-1%,4%
O=C1OC(Cc2ccncc2)C(O)=C1C1=NCCCN1 (stereo not drawn),6%[57.1 µM],-12%,0,-5,12%,0.6%,2%,-4%,1%
CCOc1ccc(/C=N/NC(=O)CN2CCCCCCC2)cc1,2%,-14%,6,-11,14%,-1.5%,-18%,-2%,3%

# Ordered by the number under USP1-UAF1 inh (low to high): some entries from above
molecule,USP1-UAF1 inh
COc1ccc(Cl)cc1S(=O)(=O)N1CCC(O)(c2ccc(Cl)cc2)CC1,-19%
Cc1cc(C(=O)CN2C(=O)NC(C)(CC(C)C)C2=O)c(C)n1-c1ccc2c(c1)OCO2 (stereo not drawn),-18%
O=C(CC1C(=O)NCCN1Cc1ccc(-c2ccccc2)cc1)NCCc1ccccn1 (stereo not drawn),-12%
